CHRM4 agonist: agonists of human muscarinic M4 receptor (CHRM4) | CHO-K1 hM4/Gqi5, Fluo-8 calcium fluorescence; vehicle 0%, full acetylcholine response 100% | activation, % at 3 µM | 360,000 tested, 0.14% active | AID 624127;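 active = activation above the run mean over all test wells plus 3 SD, cut at about 32% in these data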;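 note: peak over basal fluorescence ratio per well then scaled between controls; 0% = DMSO wells and 100% = acetylcholine at EC100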
Target sequence (P08173 whole entry, looked up): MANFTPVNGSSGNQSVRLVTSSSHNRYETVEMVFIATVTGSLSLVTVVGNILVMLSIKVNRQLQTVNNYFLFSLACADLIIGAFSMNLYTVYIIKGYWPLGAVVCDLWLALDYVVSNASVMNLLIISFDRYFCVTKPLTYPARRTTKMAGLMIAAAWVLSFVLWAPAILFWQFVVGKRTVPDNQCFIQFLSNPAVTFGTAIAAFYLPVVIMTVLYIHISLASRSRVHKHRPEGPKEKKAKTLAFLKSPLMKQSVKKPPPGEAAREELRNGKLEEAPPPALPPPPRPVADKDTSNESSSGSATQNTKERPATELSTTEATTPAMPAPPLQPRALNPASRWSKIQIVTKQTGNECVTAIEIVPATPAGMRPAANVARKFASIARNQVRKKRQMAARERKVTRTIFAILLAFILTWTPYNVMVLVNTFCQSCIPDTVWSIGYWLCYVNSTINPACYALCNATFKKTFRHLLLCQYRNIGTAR
CHRM4 antagonist: antagonists of human muscarinic M4 receptor (CHRM4). P08173. CHO-hM4 cells, ACh EC80, Fluo-8 calcium fluorescence. inhibition, % at 3 µM. 360,000 tested, 0.73% active;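 active = inhibition above its plate's cutoff, the mean inhibition of sample wells plus 3 SD, cut at about 27% in these data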;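 note: 0% = acetylcholine EC80 with DMSO and 100% = DMSO without agonist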
CHRM4 PAM: potentiates acetylcholine response at human M4 receptor. CHO-K1 hM4/Gqi5, Fluo-8 calcium fluorescence, ACh EC20; 0% = ACh EC20, 100% = maximal ACh. activation, % at 3 µM. 360,000 tested, 0.4% active;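 active = activation above its plate's cutoff, the mean activation of sample wells plus 3 SD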; note: some results filed as inactive read as strong as hits
IDE cell inh: cellular human IDE inhibition. 320,000 tested, 0.41% active. inhibition, % at 5.59 µM. AID 434962. HEK cells, FAbetaB cleavage, fluorescence polarization;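 active = percent inhibition above the average of all tested compounds plus 3 SD, set per screening campaign, cut at about 16% in these data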;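 note: IDE supplied by intact live HEK cells; FP after avidin binding of uncleaved biotin substrate so inhibition keeps polarization high; 0% = DMSO wells and 100% = 60 µM reference IDE inhibitor Ii1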
M5 antag: antagonists of human muscarinic M5 receptor (CHRM5) | 360,000 tested, 0.59% active | inhibition, % at 3 µM | CHO-hM5 cells, Fluo-8 calcium fluorescence, ACh EC80 | P08912;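 active = inhibition above a per-plate cutoff, the mean of that plate's test compounds plus 3 SD, cut at about 27% in these data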;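 note: 0% = acetylcholine EC80 with DMSO and 100% = DMSO without agonist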
Target sequence (P08912 whole entry, looked up): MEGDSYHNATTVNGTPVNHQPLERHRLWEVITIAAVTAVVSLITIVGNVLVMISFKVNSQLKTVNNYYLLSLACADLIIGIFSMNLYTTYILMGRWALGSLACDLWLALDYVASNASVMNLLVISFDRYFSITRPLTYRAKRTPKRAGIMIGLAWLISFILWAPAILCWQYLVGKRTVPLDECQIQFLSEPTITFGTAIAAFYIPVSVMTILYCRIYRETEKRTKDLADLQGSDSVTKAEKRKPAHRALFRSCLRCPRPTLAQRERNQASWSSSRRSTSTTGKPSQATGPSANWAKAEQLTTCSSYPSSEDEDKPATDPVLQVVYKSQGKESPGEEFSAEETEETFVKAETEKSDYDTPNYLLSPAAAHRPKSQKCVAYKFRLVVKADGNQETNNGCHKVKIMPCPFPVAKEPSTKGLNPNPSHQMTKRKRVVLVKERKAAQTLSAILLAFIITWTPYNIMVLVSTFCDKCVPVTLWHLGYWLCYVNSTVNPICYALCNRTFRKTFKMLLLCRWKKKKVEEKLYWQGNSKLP
CRFBP-R2 block: blocks CRF-induced signaling of the CRF-BP/CRF-R2 complex; HEK293 CRF-R2/CRF-BP, CRF-induced calcium fluorescence; inhibition, % at 11.8 µM; 350,000 tested, 0.59% active; AID 588475;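 active = inhibition of the ligand-induced calcium signal above about 50% at the single tested concentration, limit read from the data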
M5 ag: CHRM5 agonism in calcium assay; P08912; CHO-K1 hM5 cells, Fluo-8 calcium fluorescence; 0% DMSO wells, 100% maximal acetylcholine response; activation, % at 3 µM; 360,000 tested, 0.19% active; AID 624037;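 active = activation above the run's mean over test compounds plus 3 SD, cut at about 23% in these data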;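 note: signal is peak over basal fluorescence ratio across the kinetic read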
M5 PAM: positive allosteric modulators of human muscarinic M5 receptor | P08912 | CHO-K1 hM5, Fluo-8 calcium, ACh EC20 PAM; 0% = ACh EC20, 100% = ACh EC100 | activation, % at 3 µM | 360,000 tested, 0.3% active | AID 624038;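 active = activation above the run cutoff, the mean activation of all test compounds plus 3 SD, cut at about 18% in these data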
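Measured by: Fluo-8 calcium fluorescence; material: human M5 receptor in CHO-K1 cells; schedule: Post-acetylcholine fluorescence recording 140 s; benchmarks: low control EC20 acetylcholine (0%), high control EC100 acetylcholine (100%); read-out: Max/basal fluorescence ratio as % of EC20–EC100 ACh window; compound: single dose, 3 µM nominal final test concentration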
CRFBP-R2 agonist: CRF-BP/CRF-R2 complex agonism. HEK293 CRF-R2/CRF-BP, calcium dye fluorescence (FLIPR); percent of saturating CRF peptide response. activation, % at 13.2 µM. 350,000 tested, 0.46% active;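 active = activation of at least 50%, plus an integration ratio under a set limit after plate pattern correction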;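 note: plate controls were neutral control wells without compound for no effect and CRF at EC100 for full effect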
Starred values were filed as active, the others as inactive; . = not tested or not shown; & = joins results of further samples. Compounds as they come, and some 2.9% of all compounds hit somewhere here.

SMILES	CHRM4 agonist	CHRM4 antagonist	CHRM4 PAM	IDE cell inh	M5 antag	CRFBP-R2 block	M5 ag	M5 PAM	CRFBP-R2 agonist
COC(=O)N/N=C\c1ccc(OC(=O)c2ccco2)cc1	0	6	-1	2	4	20	0	3	0.7
Cc1noc(C)c1NC(=O)N(C)C[C@@H]1Oc2ccc(NC(=O)C3CCCCC3)cc2C(=O)N([C@@H](C)CO)C[C@H]1C	0	11	-2	1	2	6	0	6	0.9
O=C(c1ccco1)N(CCCN1CCOCC1)c1nc(-c2ccc(Cl)cc2)cs1	12	6	4	6	12	-16	3	-12	-0.5
CCC(c1nnc(SCC(=O)NC2CCCCC2)n1Cc1ccccc1)N(C)C (stereo unspecified)	1	-6	0	6	10	-8	1	-14	0.2
Cc1ccc(NC(=O)CSc2nc(N)cc(=O)[nH]2)cc1S(=O)(=O)N1CCCCC1	0	-12	4	14	-12	-4	-4	12	7.1
CCCOc1ccc(C(=O)NCC(C)(C)N2CCOCC2)cc1	0	-1	3	7	7	-7	-13	3	2.9
Nc1nc(NCC2CCCO2)nc(Nc2cccc(Cl)c2)c1[N+](=O)[O-] (stereo unspecified)	1	1	5	1	-1	-48	5	8	-0.7
O=C(Nc1cccc(Cl)c1)c1cnn2cccnc12	6	3	-2	3	0	-19	3	-4	-0.2
O=C(Cc1coc(-c2ccc(F)cc2)n1)NC1CCCCC1	0	13	-4	-4	2	-3	0	2	0.5
Nc1c(C(=O)c2ccccc2)oc2ccc([N+](=O)[O-])cc12	2	-3	9	0	-4	17	2	6	-1.8
Cc1ccc(S(=O)(=O)NCC2(c3ccccc3)CCOCC2)cc1	0	1	-1	5	-1	-9	-1	8	0.3
O=C(O)CCCc1nc2ccccc2s1	1	7	3	-2	4	-4	-2	-4	-0.1
O=C(NCc1ccccn1)C1CCN(C(=O)c2cc3sccc3n2Cc2ccc(F)cc2)CC1	5	-5	-1	-1	-1	1	-2	-4	-0.9
Cc1cc2ccccc2n1CCNC(=O)Cc1ccccc1	5	-2	2	5	1	-43	0	-4	5.0
CC(C)(C)c1nc2ccc(NS(=O)(=O)c3ccc(F)c(F)c3F)cc2[nH]1	2	0	-6	-4	16	-2	1	-2	0.3
CCCN(CCC)CCNC(=O)CS(=O)Cc1nc(-c2ccc(C)cc2)oc1C (stereo unspecified)	-2	-2	1	-2	-4	11	-5	-1	-2.1
O=C(NCc1ccccn1)c1ccc(Cn2c(=S)[nH]c3ccc(Br)cc3c2=O)cc1	1	-1	3	0	5	-1	-1	-3	-1.3
CCCc1cc(=O)[nH]c(SCC(=O)Nc2cc(S(=O)(=O)N3CCOCC3)ccc2N(CC)CC)n1	0	6	-4	2	5	-2	-12	7	-3.4
CN(C)CCCNC(=O)/C=C/c1ccc2c(c1)OCO2	1	-17	7	5	0	9	-1	-5	2.2
CSc1ccc2c(c1)C(N1CCN(C)CC1)Cc1ccc(F)cc1S2 (stereo unspecified)	29	43*	-16	-8	29*	-11	-16	-30	0.6
CC(Oc1ccccc1)C(=O)NNS(=O)(=O)c1ccc([N+](=O)[O-])cc1 (stereo unspecified)	0	3	-6	-2	-4	18	1	-2	-0.7
COc1ccc(CCC(=O)OCC(=O)N(CC(C)C)c2c(N)n(Cc3ccccc3)c(=O)[nH]c2=O)cc1	1	-4	7	5	-8	-2	3	6	1.7
CC1CC(C)CN(Cc2nc(N)nc(Nc3ccc4ccccc4c3)n2)C1 (stereo unspecified)	0	2	-2	-3	1	31	-12	-2	-2.7
Clc1ccc(CCNc2nc3ccccc3n3nnnc23)cc1	0	3	-2	6	5	6	2	-9	1.2
CCOC(=O)/C=C/c1cccc(C)c1O	5	2	3	.	4	.	1	1	.
COc1ccc(C)cc1NC(=O)CSc1nnc(-c2ccc(C)cc2)o1	8	-5	-1	-5	-3	10	4	-7	-2.2
COc1ccc(CCNC(=O)CSc2nc(N)cc(=O)[nH]2)cc1OC	2	-6	11	-1	-6	6	0	12	1.9
CCN(CC(=O)Nc1ccc(NC(C)=O)cc1)C(=O)c1sc2nc3n(c(=O)c2c1C)CCC3	0	-5	11	-2	8	9	3	-3	0.6
CN(Cc1cnc2nc(N)nc(N)c2n1)c1ccc(C(=O)N[C@@H](CCC(=O)O)C(=O)O)cc1	0&0	-4&-12	-1&8	1&-2	-5&-5	2&6	0&1	-3&4	-0.7&1.9
O=C(CN1C(=O)C2C3C=CC(C3)C2C1=O)Nc1ccc2nccnc2c1 (stereo unspecified)	6	-6	-1	3	1	2	2	-4	-1.1
Cc1ccc(S(=O)(=O)N2CCN(C(=O)N3CCOCC3)CC2)cc1C	0	8	-4	9	2	10	5	0	0.1
COc1ccc(C(=O)NCC(=O)OCC(=O)c2c[nH]c3ccccc23)cc1	2	1	-4	.	5	-2	-2	-2	-1.1
COc1ccc(-c2cc([C@H]3[C@H]4C=CC[C@@H](C)[C@@H]4C(=O)N3Cc3ccccc3)ccc2F)cc1	0	-15	4	-2	3	-6	1	-1	2.5
CC(C)(C)OC(=O)CC[C@@H](C(=O)N1CCN(C(=O)OC(C)(C)C)CC1)n1cc(C(CO)NC(=O)OC(C)(C)C)nn1 (stereo partly specified)	0	-7	11	2	15	2	0	-7	-0.4
COC(=O)c1ccccc1NC(=O)COC(=O)c1ccco1	2	-2	-1	0	-2	36	-2	-6	-4.8
CC1(NC(=O)CN2CCN(c3cnn(-c4ccccc4)c(=O)c3Cl)CC2)CCS(=O)(=O)C1 (stereo unspecified)	0	-3	6	4	0	-1	1	-1	1.8
COc1ccc(OC)c(-c2cc(C(=O)Nc3c(C)nn(Cc4ccc(Cl)cc4)c3C)no2)c1	0	2	3	0	4	3	2	0	13
COc1cc(C(C)=O)ccc1OCC(=O)NCC1(N2CCCCC2)CCCCC1	0	0	-7	3	1	-11	-10	0	-1.3
Cc1ccc(C)c(OCCC(=O)NNC(=O)c2ccccc2F)c1	1	-5	-2	1	15	2	-2	-5	0.2
OC[C@@H](O)[C@@H](O)[C@H](O)[C@H](O)CO	1	-26	3	3	-5	5	0	0	-1.0
CC1CN(C(=O)/C=C/c2cccc([N+](=O)[O-])c2)CC(C)O1 (stereo unspecified)	1	-4	1	-1	-5	-1	-3	1	-1.9
CCN(CC)CCCNC(=S)N(CCO)Cc1cc2cc3c(cc2[nH]c1=O)OCO3	0	-5	4	-4	4	12	1	5	-0.3
N/C(=N\OC(=O)COc1ccc(Br)cc1)c1cccnc1	1	19	21	11	5	19	-2	7	-1.4
Cc1cccc(NC(=O)c2cc([N+](=O)[O-])ccc2N2CCOCC2)c1C	4	-33	7	.	5	-9	-2	-8	2.1
Cc1nc(C)c(C(=O)Nc2cccc(C)c2C)s1	1	-12	4	-1	4	0	2	-5	-1.5
COc1cc(C2C(C#N)=C(N)N(N(C)C)C3=C2C(=O)CCC3)cc(OC)c1OC (stereo unspecified)	1	-9	0	4	1	1	-3	1	-0.9
CNC(=S)NNC(=O)c1ccc(=O)n(Cc2cccc(C(F)(F)F)c2)c1	1	-3	-1	0	-5	6	-1	1	0.8
O=C(O)CC1(CC(=O)Nc2ccc3ccccc3c2)CCCCC1	4	-4	4	-4	10	-7	-5	-5	0.9
Cc1ccc(CNS(=O)(=O)c2ccccc2[N+](=O)[O-])cc1	2	-4	-3	1	-6	-6	-3	-2	-1.6
CCN(c1ccc(OC)cc1)S(=O)(=O)c1ccc(-c2ccc(=O)[nH]n2)o1	8	-10	1	6	7	8	-1	-4	0.9
Cc1ccc(NCC(=O)N/N=C/c2ccncc2)cc1	1	-1	4	-10	2	-2	-3	0	0.4
Cc1cc(NC(=O)CSc2ccc3nnc(-c4ccc(Cl)cc4)n3n2)no1	2	2	6	-3	5	0	4	0	-1.1
COc1ccc(CN(C)C(=O)c2[nH]c(C)c(C(C)=O)c2C)cc1F	6	-7	-1	1	6	0	6	-3	-0.1
COc1ccc(C2=NS(=O)(=O)N(C)C(C(=O)N(C)Cc3ccccc3)=C2)cc1OC	25	-11	-13	3	4	-6	7	-16	-2.3
CCOc1ccc(C2C(C(=O)c3ccc(C)o3)=C(O)C(=O)N2CCCN(CC)CC)cc1 (stereo unspecified)	1	-1	15	1	6	-6	-1	3	-0.3
Cc1nn(Cc2c(F)cccc2Cl)c(C)c1NC(=O)C1CC1	0	-4	2	-4	-2	12	1	4	4.1
CC(C)N(Cc1ccccc1)C(=O)COC(=O)c1cnccn1	7	-3	-4	-3	5	10	-1	8	-0.9
COc1ccccc1C(=O)NC(=S)Nc1cccnc1Cl	0	-15	3	-1	3	1	-4	0	-1.7
O=C(Cc1c(F)cccc1Cl)Nc1ccc(S(=O)(=O)NCC2CCCO2)cc1 (stereo unspecified)	2	1	5	7	1	-37	-2	-2	-0.1
CN(C(=O)COC(=O)c1cc(=O)[nH]c2ccccc12)c1ccccc1	3	-1	-1	-3	-2	10	2	-8	-2.3
Next part.
SMILES	CHRM4 agonist	CHRM4 antagonist	CHRM4 PAM	IDE cell inh	M5 antag	CRFBP-R2 block	M5 ag	M5 PAM	CRFBP-R2 agonist
COCCCn1cnc2oc3nc4ccccc4nc3c2c1=O	1	-2	2	4	4	4	-2	-10	-0.9
Cc1ccccc1C(=O)Nc1sc(C)c(C)c1C(=O)c1ccccc1	-3	0	-1	1	-1	10	-1	-1	-1.2
CSCC[C@H](NC(=O)C(C)(C)Oc1ccc(Cl)cc1)c1nc2ccccc2[nH]1	0	-3	-2	0	0	4	-3	-4	2.4
O=C(Cc1ccc(NC(=O)C2CCCN(C(=O)C3CCCC3)C2)cc1)Nc1cccc(C(=O)N2CCCCC2)c1 (stereo unspecified)	0	-3	5	.	-7	2	-2	3	-1.0
CSCC(C)N1CCC(n2nccc2NC(=O)c2ccccc2C)CC1 (stereo unspecified)	1	5	3	-1	-2	0	-3	7	-1.0
Cc1ccc2oc(C(Cl)(Cl)Cl)cc(=O)c2c1	0	-11	3	1	-4	28	-4	-1	-1.8
CCOC(=O)N1CCN(C(=O)c2cc(-n3cnnc3)ccc2Cl)CC1	1	-4	7	0	-3	0	0	-5	0.7
CC1CCN(c2nnc(-c3ccccc3)c3ccccc23)CC1	12	3	-9	1	16	7	1	-18	-1.4
O=C(CSc1ncnc2nc[nH]c12)N1CCN(c2ccc(Cl)cc2)CC1	8	-4	-2	2	3	6	4	-4	-0.2
Cc1cc(C(=O)N2CCN(Cc3ccc4c(c3)OCO4)CC2)on1	0	-17	5	3	0	7	0	-1	1.5
COC(=O)Cn1ncc2c3ccccc3n(C)c2c1=O	1	-8	2	-1	7	24	0	-2	-0.6

2 of these compounds in another layout:
Second line of a record – CHRM4 agonist	CHRM4 antagonist	CHRM4 PAM	IDE cell inh	M5 antag	CRFBP-R2 block	M5 ag	M5 PAM	CRFBP-R2 agonist
> O=C(NCc1ccccn1)C1CCN(C(=O)c2cc3sccc3n2Cc2ccc(F)cc2)CC1
  5	-5	-1	-1	-1	1	-2	-4	-0.9
> Cc1cc2ccccc2n1CCNC(=O)Cc1ccccc1
  5	-2	2	5	1	-43	0	-4	5.0

Screening results from PubChem BioAssay.
